V-ATPase pHluor: yeast V-ATPase proton transport regulation by pHLuorin; S. cerevisiae, pHLuorin cytosolic pH fluorescence; response, % at 10 µM; hit rate 0.37% among 350,000; in the data active = response mostly above about 7.3%, no sharp cut-off; inactive = mostly below about 5.4%; note: actives read high; inactives centre near 0; some compounds called inactive have numbers as strong as hits; reference of the scale not given here
dFosB activator: activators of mouse delta FosB homodimer; AID 493131; activation, % at 25 µM; purified delta FosB, TAMRA-CDK5 oligo fluorescence polarization; percent of positive-control signal above neutral wells; hit rate 0.99% among 340,000; P13346;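 active = mean activation above about 17%, with every replicate also reaching it, limit read from the data, passing the limit was not always enough; inconclusive = only one of the two conditions met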;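 note: fluorescence polarization rise as delta FosB binds a TAMRA Cdk5 AP-1 oligo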
Target sequence (P13346 whole entry, looked up): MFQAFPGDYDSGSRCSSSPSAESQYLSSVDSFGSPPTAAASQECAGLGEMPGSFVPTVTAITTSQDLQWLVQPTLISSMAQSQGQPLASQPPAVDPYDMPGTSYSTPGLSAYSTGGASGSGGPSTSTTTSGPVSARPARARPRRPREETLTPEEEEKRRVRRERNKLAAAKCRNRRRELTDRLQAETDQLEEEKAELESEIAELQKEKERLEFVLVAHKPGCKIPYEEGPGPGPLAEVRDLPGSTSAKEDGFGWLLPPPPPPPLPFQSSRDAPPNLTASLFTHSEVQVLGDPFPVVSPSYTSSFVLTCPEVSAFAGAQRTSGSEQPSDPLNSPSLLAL
CDK5 inh: CDK5/p35 (human) kinase inhibition. Q00535+Q15078. Recombinant CDK5/p35, ADP-Glo luminescence, 60 min. inhibition, % at 10 µM. hit rate 0.01% among 330,000. AID 488839;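 active = highest replicate inhibition of at least 50% and at least 75% of replicates reaching 50%; inconclusive = only one of the two criteria met; inactive = both criteria failed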;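 note: plate controls were DMSO neutral control for no effect and GW8510 at 10 µM for full effect; many of its hits are not listed in these tables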
NSD2 HMT inh: blocks human histone methyltransferase NSD2 | O96028 | NSD2 peptide methylation, AlphaScreen, 120 min | inhibition, % at 12.5 µM | hit rate 0.54% among 310,000 | AID 743445; in the data active = inhibition above about 50%
HTR5A ag: HTR5A agonism, opioid heterodimer counter-screen | P47898 | HTR5A agonist assay, luminescence, cell-based | activation, % at 9.3 µM | hit rate 0.61% among 340,000; in the data active = activation mostly above about 9.5%, no sharp cut-off; inactive = mostly below about 7.6%;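 note: 0% = cells with vehicle only and 100% = reference agonist; strong numbers were not always called active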
Target sequence (P47898 whole entry, looked up): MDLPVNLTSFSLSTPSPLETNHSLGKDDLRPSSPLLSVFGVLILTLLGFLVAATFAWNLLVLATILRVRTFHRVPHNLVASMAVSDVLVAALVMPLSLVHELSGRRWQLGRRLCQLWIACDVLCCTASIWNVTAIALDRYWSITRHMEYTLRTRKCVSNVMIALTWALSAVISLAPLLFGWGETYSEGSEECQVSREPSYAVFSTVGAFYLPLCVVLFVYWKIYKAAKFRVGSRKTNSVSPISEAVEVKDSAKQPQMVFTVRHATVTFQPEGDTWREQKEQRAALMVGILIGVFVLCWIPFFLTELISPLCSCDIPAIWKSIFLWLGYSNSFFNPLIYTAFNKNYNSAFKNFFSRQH
SR-BI DiI inh: inhibitors of mouse SR-BI mediated HDL lipid uptake; inhibition, % at 12.5 µM; hit rate 0.96% among 320,000; Q61009; ldlA[mSR-BI] CHO cells, DiI-HDL uptake fluorescence, 3 h; AID 488896;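 active = mean replicate inhibition of at least 70% and a set share of replicates each scoring 70 or more; inconclusive = meets just one of the two criteria; inactive = fails both criteria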;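 note: 0% = median of neutral control wells and 100% = median of positive control wells; values of inactives mirror those of a sister screen read the other way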
MITF act: MITF TRPM1 promoter activation in melanoma cells. activation, % at 12.5 µM. hit rate 0.75% among 300,000. SK-MEL-5 TRPM1-promoter luciferase, 24 h; % of positive control, neutral wells = 0;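 active = mean activation of at least 80% with every replicate also reaching 80%; inconclusive = mean reaches 80% but some replicate falls short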;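 note: 0% = neutral control wells and 100% = parthenolide positive control wells; values of inactives mirror those of a sister screen read the other way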
PvdQ inh: blocks Pseudomonas aeruginosa PvdQ acylase activity | hit rate 0.063% among 340,000 | purified PvdQ acylase, fluorescence plate reader | inhibition, % at 10 µM; in the data active = inhibition above about 30%, passing the limit was not always enough; inconclusive = no clear call, values can overlap the other calls;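 note: 0% = vehicle neutral wells and 100% = reference inhibitor wells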
Wnt bcat act: activates Wnt/beta-catenin signaling in a reporter cell assay; activator, plate reader; activation, % at 9.35 µM; hit rate 1.2% among 300,000; AID 743398; in the data active = activation above about 30%, passing the limit was not always enough; inconclusive = no clear call, values can overlap the other calls;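 note: 0% = neutral control wells and 100% = positive control wells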
HTR5A inv ag: HTR5A inverse agonism, opioid heterodimer counter-screen. inhibition, % at 9.3 µM. P47898. AID 504634. HTR5A cell line, luminescence. hit rate 0.083% among 340,000; in the data active = inhibition mostly above about 23%, no sharp cut-off; inactive = mostly below about 18%;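 note: 0% = cells with DMSO and 100% = no-cell wells with DMSO; some compounds called inactive have numbers as strong as hits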
Numbers without * were called inactive; ? = inconclusive; . = not tested or not shown.

Values run as follows: V-ATPase pHluor	dFosB activator	CDK5 inh	NSD2 HMT inh	HTR5A ag	SR-BI DiI inh	MITF act	PvdQ inh	Wnt bcat act	HTR5A inv ag
- COc1ccc2[nH]c(=O)c(CN(C)C(=O)COc3ccccc3)cc2c1
    -0.3	-4.0	0.5	2.0	-1.8	-7.3	-0.8	-6.6	.	11.5
- Cc1cccc(C(=O)Nc2ccc(NC(=O)Cc3ccc(Cl)cc3)cc2)c1
    1.2	-0.5	0.2	-0.3	6.4	29.8	-13.3	-7.7	.	-17.0
- CC1(C)Cc2nc3sc4c(OCc5ccccc5)ncnc4c3cc2CO1
    -2.7	-3.2	0.2	18.3	1.4	-11.6	1.3	-1.8	-0.8	5.3
- CCCc1[nH]nc2c1C(c1ccc(OCCN3CCOCC3)c(OC)c1)C(C#N)=C(N)O2 (stereo not given)
    0.4	-10.6	0.5	.	-1.4	25.0	.	-1.0	.	-16.4
- CCOc1ccccc1NC(=O)COC(=O)c1nc2nccc(C)n2n1
    4.3	-2.6	3.3	-1.4	2.8	38.5	6.7	-15.1	-2.6	-9.9
- COc1cccc(NC(=O)Nc2nnc(CC(=O)Nc3ccccc3)s2)c1
    7.6	?	-2.1	2.3	-0.4	.	14.2	-9.2	1.1	-15.6
- O=C(Nc1ccc(F)cc1)C(Sc1nnc2ccccn12)c1ccccc1 (stereo not given)
    3.8	-2.1	-1.6	-5.0	-2.9	-20.0	-8.4	-12.9	-1.7	7.3
- CC(C)(C)NC(=O)c1ccncc1
    4.8	-3.7	0.6	-2.5	-4.8	-22.5	10.3	-5.1	0.7	13.3
- C=Cc1cccc(NC(=O)COc2ccccc2)c1
    -2.4	-11.6	0.7	0.7	-1.4	3.9	28.4	-9.5	.	3.4
- COc1ccc(O)c(CNn2c(-c3ccc(Br)cc3)nc3ccccc3c2=O)c1
    .	1.1	-0.6	3.0	-1.6	4.8	-0.8	-5.6	-3.3	-0.6
- Fc1ccccc1Cn1nnc2c(NCc3ccccn3)ncnc21
    1.0	-5.4	0.2	-1.3	1.3	-10.6	-15.5	-6.8	.	1.7
- CC(C)CCNC(=O)c1ccc2c(c1)N(C)C(=O)c1ccccc1S2
    -0.2	0.1	0.0	-1.3	2.7	22.6	14.5	-4.2	-0.8	-10.5
- NS(=O)(=O)c1ccc(CNC(=S)NC2CCCC2)cc1
    9.0	-2.9	-2.9	0.9	-3.8	-13.0	6.0	-7.6	-2.5	10.4
- Cc1ccc(S(=O)(=O)Cn2nnnc2C(C)N2CCN(C(=O)c3ccco3)CC2)cc1 (stereo not given)
    -1.4	-5.6	-0.8	0.9	1.3	-14.2	-6.2	-10.5	-1.9	-13.2
- Cn1cccc1C(=O)Nc1nccs1
    -1.2	2.5	2.5	-1.5	0.7	-10.3	8.2	6.3	-0.3	4.5
- CC(C)C[C@H](NC(=O)Nc1cccc(Br)c1)C(=O)O
    1.8	1.0	-2.1	-4.5	1.5	-10.6	-8.4	-1.0	-1.2	-3.6
- COc1ccc(/C=N/NC(=S)Nc2ccccc2)cc1
    -0.3	-1.8	-2.8	-3.0	2.6	-11.2	-8.9	4.5	9.5	-7.5
- c1ccc(CNc2ncnc3nc[nH]c23)cc1
    -3.7	-3.7	2.1	.	-1.1	-2.3	9.5	-11.1	-1.5	4.0
- O=C(O)CCC(=O)NNC(=O)CCC(=O)NCc1ccccc1
    -0.5	3.3	-1.4	-1.1	2.1	-10.6	-1.0	-1.7	.	-6.2
- CCOCCCNC(=O)Cn1ncc2c(=O)oc3ccccc3c21
    -2.5	-1.5	-2.3	.	6.5	-13.0	.	-14.6	-2.0	-6.6
- COc1ccc(CCNC(=O)c2cc(-c3ccco3)on2)cc1OC
    -1.6	-10.0	1.1	-4.2	0.9	6.8	-25.4	6.1	103.4*	-2.6
- CC(=O)Nc1cccc(C(=O)OCC(=O)NC(=O)c2ccccc2)c1
    3.5	-0.1	0.4	-1.1	3.8	-7.6	5.3	-18.0	6.3	8.2
- Cc1ccc(C)c(NC(=O)CN(C)C(=O)c2ccncc2)c1
    1.9	-2.2	0.0	.	1.1	-8.4	9.0	-16.0	1.4	23.6
- Clc1ccc(-c2cn3cccnc3n2)cc1
    2.6	-6.3	1.8	.	-1.0	-1.0	28.8	-19.9	.	2.7
- Cc1ccc(CNc2nc(N)c([N+](=O)[O-])c(NCc3ccccc3)n2)cc1
    -1.6	3.2	1.8	-1.4	-5.9	-9.4	-4.9	-10.5	0.8	15.7
- CS(=O)(=O)N1CCC(Oc2ccccc2C(=O)NC2CCCCCC2)CC1
    0.4	2.0	-3.1	3.1	1.4	4.1	5.1	-25.3	-2.9	-10.2
- CC1CCN(C(=O)C2CCN(S(=O)(=O)c3cccc4nonc34)CC2)CC1
    -0.1	-4.6	-2.4	0.8	6.7	-4.6	2.9	-6.6	-9.0	7.0
- O=C(C[n+]1ccccc1)Nc1nc2ccccc2s1
    -0.6	-0.8	0.2	-1.2	-0.8	13.2	9.6	-6.3	-3.7	-7.5
- Cc1ccc2cc3cc(C(=O)N4CC(C)CC(C)C4)oc3nc2c1 (stereo not given)
    3.2	-28.9	0.3	-2.4	0.0	22.9	66.8	-9.9	21.1	-47.3
- O=C(C1CCCN1S(=O)(=O)c1cccc2nsnc12)N1CCN(c2ccc(F)cc2)CC1 (stereo not given)
    -5.0	-1.0	2.4	32.6	5.0	-6.3	2.5	7.1	-4.3	-5.9
- CCOC(=O)N/N=C/c1c(C)nn(-c2cccc(C(F)(F)F)c2)c1Cl
    2.9	-22.1	2.0	-1.8	8.0	38.6	11.3	-10.5	0.2	0.6
- CC(=O)C(Cc1ccccc1)NC(=O)CN1CCN(Cc2ccccc2)CC1 (stereo not given)
    -2.8	-2.9	-0.4	-1.2	5.4	-29.9	-7.1	-0.7	-0.1	-20.6
- COc1ccc2c(c1)sc1nc(-c3ccccc3)cn12
    -1.6	3.0	4.4	2.6	7.0	48.9	-90.3	-6.3	.	15.3
- Cn1c(CNC(=O)CNC(=O)c2ccccc2)cc(=O)n(C)c1=O
    1.1	5.3	0.9	5.9	1.4	5.3	-0.3	-8.9	-1.0	-21.4
- CNCC(=O)Nc1c(C)n[nH]c1C
    -2.7	1.1	0.8	-0.9	-0.5	-32.0	-15.8	-11.7	-1.7	1.3
- Cc1[nH]c2ccccc2c1SCC(=O)NC1CCCCC1
    4.4	-6.2	0.3	0.5	-4.0	11.6	-2.6	-15.7	-2.3	12.8
- O=C(NC(=S)N1CCN(C/C=C/c2ccccc2)CC1)c1ccco1
    -1.1	4.3	-0.3	-5.2	0.1	-7.6	-9.2	-10.1	-2.1	7.3
- O=C(CN1CCC(n2nnc3ccccc32)CC1)NCc1cccs1
    -1.4	-3.0	0.0	.	4.9	10.7	-6.5	-6.5	.	-13.2
- Cc1nnc(Nc2ccc(F)cc2)c2ccccc12
    -2.1	-6.0	0.4	14.8	-0.6	-5.5	7.2	-14.3	0.1	14.5
- CC(C)c1ccc(NC(=O)CCNS(=O)(=O)c2ccc3[nH]c(=O)oc3c2)cc1
    0.0	-2.6	-1.2	15.1	-1.1	-10.6	-17.8	3.2	0.7	10.5
- N#CCc1nc2ccc(S(=O)(=O)N3CCOCC3)cc2s1
    0.8	-6.0	-0.5	5.6	4.1	10.7	10.6	-5.3	-0.1	-11.3
- Cc1cccc(CSC2=NCCN2S(=O)(=O)c2ccc(F)cc2)c1
    4.5	-7.4	-0.8	-1.9	3.2	-3.4	-20.3	-4.0	-2.2	8.8
- Cc1ccc(NC(=O)COC(=O)Cc2c(F)cccc2Cl)cc1S(=O)(=O)N1CCOCC1
    8.0	-2.1	0.8	-0.5	-4.8	15.6	-6.0	0.0	1.7	-1.1
- O=C(NCCCN1CCCC1)Nc1ccccc1[N+](=O)[O-]
    -4.0	1.5	-1.2	4.2	-3.5	-3.3	-8.5	-3.9	-1.0	12.8
- COc1cccc(COC(=O)CCNC(=O)c2ccc(Br)cc2)c1OC
    5.2	-5.4	0.6	1.6	-3.6	-28.2	-7.2	-18.5	-0.4	9.1
- CCCc1cc(=O)[nH]c(SCc2cc(C(=O)OC)c(C)o2)n1
    3.2	-10.2	0.0	2.6	7.3	-12.7	.	-17.9	-1.5	-19.2
- COc1ccc(C)cc1NC(=O)CN1CCN(C/C=C/c2ccccc2)CC1
    2.2	-10.5	-2.5	2.4	3.8	18.8	.	3.5	-2.7	-12.4
- C=CCNC(=O)c1onc(CSc2cc(C)cc(C)c2)c1C(=O)NCC=C
    0.3	-1.8	-0.8	.	9.4	6.8	2.3	-6.3	-7.4	-27.5
- O=C1c2cccc3cccc(c23)C(=O)N1Cc1ccccc1
    -3.3	4.2	1.1	-3.8	2.9	7.1	-4.7	-8.6	-4.1	19.5
- CCN1CCN(C(=O)C2(NC(=O)Nc3cccc(F)c3)CCCCC2)CC1
    -1.9	-0.1	1.7	-1.8	1.7	26.2	7.8	-17.9	.	16.3
- CCOC(=O)C1CCN(C(=O)COc2cc(C)c(Br)c(C)c2)CC1
    3.2	-8.1	-0.6	-3.5	-6.8	45.1	0.8	-10.2	.	-0.8
- CN(C)C(CNC(=O)CSC(=S)N1CCCC1)c1ccccc1 (stereo not given)
    5.1	-7.5	0.7	0.0	1.4	-3.4	10.9	-8.5	1.6	-5.3
- Cc1ccc(C(=O)Nc2ccc3c(c2)OCCO3)o1
    1.3	9.0	1.9	0.4	-6.3	16.3	8.0	19.5	-0.4	2.7
- CCc1cc(=O)oc2c(C)c(OCC(=O)NCCCN3CCCC3=O)ccc12
    -6.5	-10.1	.	-3.4	1.6	-7.7	0.8	12.8	-1.2	-19.8
- O=C(Nc1c2c(nn1-c1ccccc1)CS(=O)(=O)C2)c1ccc2c(c1)OCO2
    -1.1	14.7	1.1	.	7.3	-14.9	-7.8	-11.8	1.6	-15.8
- CC1CCN(Cc2c(C(=O)N/N=C/c3cc(Br)ccc3O)nnn2-c2nonc2N)CC1
    4.2	133.8*	0.2	6.3	11.2	102.7*	-62.5	-10.2	-4.2	-27.2
- C=CCn1cc(C(=O)N2CCN(c3ccccc3)CC2)c(=O)c2cc(S(=O)(=O)N3CCCC3)ccc21
    -1.4	-10.2	0.3	2.9	-5.5	-0.9	-7.7	-0.4	-1.4	12.0
- CS(=O)(=O)N(CC(=O)Nc1ccc2c(c1)OCCO2)Cc1ccccc1
    -1.0	-3.0	0.1	1.9	0.0	2.3	11.4	-11.3	.	17.6
- Cc1cc(-n2c(C)cc(C(=O)COc3ccc(Cl)cc3C(N)=O)c2C)no1
    3.2	-3.3	-5.8	0.8	-0.3	18.8	.	-10.1	-6.3	0.9
- CC(=O)Nc1ccc(NC(=O)COc2ccc3c(c2)CCC3)cc1
    2.8	4.0	-0.3	-1.6	-0.8	-21.9	4.7	6.4	0.2	2.4

High-throughput results from PubChem BioAssay.
